MrgX1 agonist = human MrgX1 receptor agonism, primary screen. AID 588627. Q96LB2. MrgX1-HEK293 cells, Fluo-4 calcium fluorescence, agonist mode; hits give high values. B-score at 10 µM. actives 0.44% (n = 310,000);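 active = calcium response B-score plate-corrected fluorescence ratio at least 3 library SD, with starting fluorescence B-score inside 5 SD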
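System – MrgX1-expressing HEK293 cells · Incubation – cells plated overnight, dye loaded 0.5 h 37 °C, 0.5 h room temperature · Technique – kinetic Fluo-4 NW fluorescence of intracellular calcium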
TRPC4 act = activators of mouse TRPC4 channel; Q9QUQ5; HEK293 TRPC4beta/mu-opioid, Fluo4 calcium fluorescence; hits give high values; B-score at 10 µM; actives 0.49% (n = 310,000);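 active = B-score above 5 SD of library B-scores, and initial fluorescence ratio not above library mean plus 5 SD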;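 note: positive B-score marks a calcium rise read as TRPC4 activation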
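Assay system: HEK293 stable line with TRPC4beta plus mu-opioid receptor; schedule: 45 min room-temperature Fluo4 loading, 110 s read; technique: kinetic Fluo4 calcium fluorescence; evaluation: integrated baseline-normalised fluorescence ratio, converted to per-well B score; controls: buffer (low) and maximal DAMGO (high)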
SKKanGAS inh = inhibitors of SKKanGAS S. pyogenes growth in kanamycin (SK-promoter or general growth effect); inhibition, % at 7.5 µM; actives 1.3% (n = 300,000); BacTiter-Glo, 6 h;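 active = mean replicate score, as percent of positive control median, at least 50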;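 note: strain carries kanamycin resistance gene driven by streptokinase promoter and grows in 40 µg/ml kanamycin; loss of luminescence reflects streptokinase promoter inhibition or plain growth inhibition; 0% = median of DMSO wells and 100% = positive control at its reference dose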
MrgX1 antag = antagonists of human MrgX1 receptor | Q96LB2 | MRGX1-HEK293 calcium flux, Fluo-4, BAM8-22 antagonism; hits give low values | B-score at 10 µM | actives 1.3% (n = 310,000) | AID 588676;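 active = calcium-response B-score plate-corrected more than 3 library SD below zero, starting fluorescence within 5 deviations, no agonist response on first addition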;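 note: peak minus trough fluorescence over baseline after final BAM8-22 challenge near maximal dose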
TRPC4 inh = inhibitors of mouse TRPC4 channel; HEK293 TRPC4beta/mu-opioid, DAMGO-evoked Fluo4 calcium flux; hits give low values; actives 0.39% (n = 300,000); B-score at 10 µM;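 active = B-score over 3 SD under the library average, no early fluorescence shift, positive overall ratio signal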
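Assay system: TRPC4beta/mu-opioid receptor HEK293 cell line; compound dosing: single concentration per test compound; detection: Fluo4 Ca2+ flux fluorescence; evaluation: per-well B score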
MrgX1 PAM = human MrgX1 positive allosteric modulation, primary screen; Q96LB2; MrgX1-HEK293, Fluo-4 calcium flux, FDSS; hits give high values; B-score at 10 µM; actives 0.63% (n = 310,000); AID 588675;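 active = plate-corrected calcium response at least 3 library SD above typical, normal starting fluorescence, not activating the receptor alone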;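 note: compound read alongside a low EC10 to EC30 dose of BAM8-22 agonist; peak minus trough fluorescence over baseline measured at the second addition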
TRPC4 PAM = TRPC4 (mouse) allosteric potentiation; actives 0.42% (n = 310,000); Q9QUQ5; AID 2227; HEK293 TRPC4beta/mu-opioid, DAMGO EC20, Fluo-4 Ca2+ flux; hits give high values; B-score at 10 µM;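 active = B-score of calcium response area above 5 SD of library B-scores, with initial fluorescence ratio within 5 SD of library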;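 note: B-score of integrated fluorescence ratio over time as area under calcium response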
TRPC6 act = activates the mouse TRPC6 cation channel; actives 0.13% (n = 310,000); AID 2550; HEK293-TRPC6 membrane potential dye fluorescence; hits give high values; B-score at 10 µM;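 active = B-score of the integrated fluorescence ratio above library mean plus 3 SD, and starting fluorescence ratio within library mean plus 5 SD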;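 note: higher score means more depolarization so channel activation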
ANO1 block = blocks the mouse calcium-activated chloride channel TMEM16A; Q8BHY3; HEK293 TMEM16A/YFP iodide influx fluorescence, ionomycin; normalized B-score (activity score, 25-100; higher = stronger inhibition) at 10 µM; actives 1.2% (n = 310,000);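 active = ratio plate-corrected score three or more library SD toward inhibition, starting fluorescence score within five deviations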;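 note: score derived from kinetic fluorescence span divided by baseline fluorescence per well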
Target sequence (Q8BHY3 whole entry, looked up): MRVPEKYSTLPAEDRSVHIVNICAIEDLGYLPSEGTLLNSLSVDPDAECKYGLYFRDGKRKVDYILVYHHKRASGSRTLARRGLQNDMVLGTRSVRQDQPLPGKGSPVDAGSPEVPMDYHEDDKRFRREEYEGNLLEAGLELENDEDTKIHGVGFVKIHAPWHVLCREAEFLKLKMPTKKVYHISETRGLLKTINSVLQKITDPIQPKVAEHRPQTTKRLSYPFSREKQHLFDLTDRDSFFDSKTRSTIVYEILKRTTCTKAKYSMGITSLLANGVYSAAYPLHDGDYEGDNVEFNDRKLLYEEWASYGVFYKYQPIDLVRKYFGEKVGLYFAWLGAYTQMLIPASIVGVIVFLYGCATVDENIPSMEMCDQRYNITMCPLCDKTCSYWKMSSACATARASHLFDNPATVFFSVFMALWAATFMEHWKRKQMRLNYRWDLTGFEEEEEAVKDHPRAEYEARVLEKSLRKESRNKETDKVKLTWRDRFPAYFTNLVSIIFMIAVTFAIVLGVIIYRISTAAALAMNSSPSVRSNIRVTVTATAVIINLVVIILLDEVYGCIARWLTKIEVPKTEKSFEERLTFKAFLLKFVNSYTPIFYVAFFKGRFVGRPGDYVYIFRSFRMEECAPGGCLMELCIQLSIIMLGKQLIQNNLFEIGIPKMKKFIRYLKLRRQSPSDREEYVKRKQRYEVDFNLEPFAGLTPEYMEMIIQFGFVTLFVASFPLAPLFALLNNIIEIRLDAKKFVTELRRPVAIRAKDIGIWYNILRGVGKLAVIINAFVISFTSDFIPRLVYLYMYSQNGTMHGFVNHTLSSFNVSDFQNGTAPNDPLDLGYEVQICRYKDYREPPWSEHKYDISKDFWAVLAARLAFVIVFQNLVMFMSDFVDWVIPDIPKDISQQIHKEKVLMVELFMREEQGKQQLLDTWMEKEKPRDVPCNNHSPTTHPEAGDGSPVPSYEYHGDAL
TRPC6 inh = mouse TRPC6 channel inhibition. Q61143. HEK293-TRPC6, membrane potential dye, ACh-evoked depolarization; hits give low values. B-score at 10 µM. actives 1.1% (n = 310,000);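 active = B-score under library mean minus 3 SD, initial fluorescence not abnormally high, positive integrated signal ratio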;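 note: B-score derived from integrated fluorescence ratio over the kinetic read; more negative B-score means stronger inhibition of depolarization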
TMEM16A act = activates or potentiates the mouse TMEM16A chloride channel. Q8BHY3. HEK293 TMEM16A/YFP-H148Q/I152L, iodide quench fluorescence; hits give low values. B-score at 10 µM. actives 0.3% (n = 340,000);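 active = fluorescence-ratio B-score plate-corrected deviation score at least 3 library SD below zero, with starting fluorescence score within 5 deviations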;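 note: channel opened by trigger with iodide after compound preincubation; score built on the fluorescence ratio of max minus min over baseline; more negative score means more quench and so TMEM16A activation or potentiation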
* = called active by the depositor; i = inactive; . = not tested or not shown; & = joins results of further samples; ! = not confirmed by another sample.

SMILES	MrgX1 agonist	TRPC4 act	SKKanGAS inh	MrgX1 antag	TRPC4 inh	MrgX1 PAM	TRPC4 PAM	TRPC6 act	ANO1 block	TRPC6 inh	TMEM16A act
O=C(c1ccc(CS(=O)(=O)c2c(Cl)cccc2Cl)o1)N1CCN(c2ccccn2)CC1	i	i	-4	i	i	i	i	i	i	i	i
Nc1ncnc(Oc2cccc(C(F)(F)F)c2)c1[N+](=O)[O-]	i	i	18	i	i	i	i	i	i	i	i
O=S(=O)(/C=C/c1ccccc1)Nc1cccc(S(=O)(=O)NC2=NCCC2)c1	i	i	0	i	i	i	i	i	i	i	i
Cc1cccn2cc(-c3cc4ccccc4oc3=O)nc12	i	i	-6	i	i	i	i	i	i	i	i
CCCC(=O)Nc1nnc(S(=O)(=O)N2CCCC2)s1	i	i	-3	i	i	i	i	i	i	i	i
COc1ccccc1N1C(=O)CC(N2CCN(c3ccc([N+](=O)[O-])cc3)CC2)C1=O (centres undefined)	i	i	-4	i	i	i	i	i	i	i	i
CC(=O)[C@@H]1[C@@H]2C(=O)N(c3ccc(F)c(Cl)c3)C(=O)[C@@H]2C2c3ccccc3C=CN21 (some centres undefined)	i	i	11	i	-7*	i	i	i	i	i	.
CC(C)c1ccc(NC(=O)c2sccc2-n2cccc2)cc1	i	i	-5	i	i	i	i	i	i	i	i
O=C(CSc1ccccn1)N1CCOCC1	i	i	-3	i	i	i	i	i	i	i	i
CCOc1ccc(NC(=O)CCc2c(C)nn(-c3ccc(N4CCCCC4)nn3)c2C)cc1	i	i	10	i	i	i	i	i	i	i	i
FC(F)Oc1ccc(NC(=S)Nn2cnnc2)cc1	i	i	-1	i	i	i	i	i	i	i	i
CCOC(=O)C1C(=O)C=C(Nc2ccccc2F)CC1c1ccccc1 (centres undefined)	i	i	-2	i	i	i	i	i	i	i	i
COc1ccccc1C(c1nnnn1CC1CCCO1)N1CCC(C(N)=O)CC1 (centres undefined)	i	i	7	i	i	i	i	i	i	i	i
CSCCC(NS(=O)(=O)c1ccc(Br)cc1)C(=O)OCC(=O)NC1CC1 (centres undefined)	i	i	2	i	i	i	i	i	i	i	i
CC1=Nc2ccc(C)cc2N(Cc2ccccc2)C(=O)C1	i	i	-3	i	i	i	i	i	i	i	i
C=CCN(C(=O)c1ccccn1)C(C(=O)NCc1ccccc1)c1ccccc1F (centres undefined)	i	i	-2	i	i	i	i	i	i	i	i
COc1cc(CCC(=O)NCCc2ccc(F)cc2)cc(OC)c1OC	i	i	1	i	i	i	i	i	i	i	i
COc1ccc(CNC(=O)COC(=O)/C=C/c2ccc(Cl)cc2)cc1	i	i	-3	i	i	i	i	i	i	i	i
COc1cc(NC(=O)C2CCCCC2)c(OC)cc1NC(=O)CN1CCCCC1	i	i	-11	i	i	i	i	i	i	i	.
O=C(Cn1c2ccccc2c(=O)c2ccccc21)N/N=C/c1cc([N+](=O)[O-])ccc1N1CCCCC1	i	i	5	i	i	i	i	i	i	i	i
Cc1ccc(C(=O)CSc2nnnn2C(C)C)c(C)c1	i	i	-1	i	i	i	i	i	i	i	i
Cc1ccc(-c2nc(N)n(S(=O)(=O)c3ccc(C)cc3)n2)cc1	i	i	12	i	i	i	i	i	i	i	i
CC(=O)c1ccc(N2CCN(CC(=O)Nc3ccc(N4CCOCC4)cc3)CC2)cc1	i	i	6	i	i	i	i	i	i	i	.
Cc1ccc2c(c1)N(CC(=O)N(Cc1ccccn1)Cc1ccco1)C(=O)C(C(C)C)O2 (centres undefined)	i	i	12	i	i	i	i	i	i	i	i
COC(=O)CN(C#N)c1nc(C)cc(C)n1	i	i	-7	i	i	i	i	i	i	i	i
COC(=O)Nc1sc2c(c1C(=O)N1CCOCC1)CCC(C)C2 (centres undefined)	i	i	2	i	i	i	i	i	i	i	i
O=c1nccc(SCc2ccc(Cl)cc2Cl)[nH]1	i	i	5	i	i	i	i	i	i	i	i
CCOC(=O)c1c(C)oc2ccc(OC(=O)COc3c(F)c(F)c(F)c(F)c3F)cc12	i	i	-18	i	i	i	i	i	i	i	i
CCOc1ccc(N/N=C(/C#N)C(N)=O)cc1	i	i	-4	i	i	i	i	i	i	i	i
Cc1ccc(/C=N/NC(=O)c2c[nH]c3ccccc23)o1	i	i	-7	i	i	i	i	i	i	i	i
COc1ccc(NC(=O)/C(=C\c2cccs2)NC(=O)c2ccco2)cc1	i	i	-5	i	i	i	i	i	i	i	i
COc1ccc(CNS(=O)(=O)c2ccc(S(=O)(=O)N3CCCCC3)cc2)cc1	i	i	-1	i	i	i	i	i	i	i	i
Cc1ncsc1CCOC(=O)c1cccc([N+](=O)[O-])c1	i	i	5&-2	i	-6*!	i	i	i	i	i	i
CCOC(=O)/C(=C\Nc1ccc(OC(F)(F)F)cc1)Sc1ncc(C(F)(F)F)cc1Cl	i	i	7	i	i	i	i	i	i	i	i
CCOC(=O)C1=C(C)OC(N)=C(C#N)C1c1cc2c(cc1[N+](=O)[O-])OCO2 (centres undefined)	i	i	11	i	i	i	i	i	i	i	i
S=c1[nH]c2ccccc2n1Cc1ccccc1	i	i	-2	i	i	i	i	i	i	i	i
CCN1C(=O)N[C@@H](CCc2ccccc2)[C@H](C(=O)OC)[C@H]1C	i	i	-1	i	i	i	i	i	i	i	i
COc1ccc(-n2c(SCC(=O)N3CCCCC3)nnc2-c2cccnc2)cc1	i	i	12	i	i	i	i	i	i	i	i
Cc1ccc(N2C(=O)CSC2c2c(F)cccc2Cl)cc1 (centres undefined)	i	i	4	i	i	i	i	i	i	-12*	i
CC(C)(C)NC(=O)COc1ccc(-c2ccccc2)cc1	i	i	-7	i	i	i	i	i	i	i	i
CCCC1=[N+](CC(C)=O)CCn2c(C)ccc21	i	i	7	i	i	i	i	i	i	i	i
COc1ccc(-c2cc3ccccc3oc2=O)cc1NC(=O)c1ccc(Br)o1	i	i	5	i	i	i	i	i	i	i	i
CCCc1cc(=O)[nH]c(SCc2ccc(C#N)cc2)n1	i	i	1	i	i	i	i	i	i	i	i
S=C(c1ccc(-c2cc(Cl)ccc2Cl)o1)N1CCOCC1	i	i	25	i	i	i	i	i	i	i	i
CCOc1ccc(Br)cc1S(=O)(=O)N1CCC(C(=O)O)CC1	i	i	-5	i	i	i	i	i	i	i	i
O=C(Nc1ccc(Cl)cc1C(=O)NCCN1CCOCC1)c1ccc(Cl)cc1Cl	i	i	3	i	i	i	i	i	i	i	i
COc1ccc(/C=C2\SC(=O)N(CCC(=O)Nc3ccc(S(=O)(=O)Nc4nccs4)cc3)C2=O)cc1	i	i	32	i	i	i	i	i	i	i	i
Cc1ccc(S(=O)(=O)N2CCCC2CNC(=O)C(=O)Nc2ccc(F)cc2F)cc1 (centres undefined)	i	i	-4	i	i	i	i	i	i	i	i
COc1ccc(S(=O)(=O)N2CCOCC2)cc1NC(=O)CSc1ccccc1	i	i	-10	i	i	i	i	i	i	i	i
COc1ccccc1CNC(=O)c1cc(-c2ccccc2)nn1CC1CC(c2cccc([N+](=O)[O-])c2)=NO1 (centres undefined)	i	i	8	i	i	i	i	i	i	i	i
Cn1c(/N=C/c2cccs2)nc2ccccc21	i	i	2	i	i	i	i	i	i	i	i
CCOc1ccccc1NC(=O)CSc1nc2[nH]ncc2c(=O)[nH]1	i	i	6	i	i	i	i	i	i	i	i
CC1Nc2ncnc(N3CCN(c4ccccn4)CC3)c2N(Cc2ccccc2)C1=O (centres undefined)	i	i	6	i	i	i	i	i	i	i	i
COC(=O)c1c(NC(=O)C(C)(C)C)sc2c1CCN(Cc1ccccc1)C2	i	i	0	i	i	i	i	i	i	i	i
CCc1ccc(NC(=S)N(CCN(C)C)C(C)c2ccncc2)cc1 (centres undefined)	i	i	-7	i	i	i	i	i	i	i	i
Cc1cc(C(F)(F)F)n2nc(-c3cnn(C)c3C(F)(F)F)c(Br)c2n1	i	i	-6	i	i	i	i	i	i	i	i
C=C(C)[C@@H]1CC[C@]2(C(=O)O)CC[C@]3(C)C(CCC4[C@@]5(C)CC[C@H](O)C(C)(C)C5CC[C@]43C)C12 (some centres undefined)	i	i	25	i	i	i	i	i	i	i	i
CCCN(CCC)CCCNC(=O)c1cn(CC)c2ccc(S(=O)(=O)N(C)C3CCCCC3)cc2c1=O	i	i	-1	i	i	i	i	i	i	i	i
Cc1ncc(CN2CCCC(C(=O)Nc3ccc(-c4ccco4)cc3)C2)cn1 (centres undefined)	i	i	-11	i	i	i	i	i	i	i	i
CCN(CC)S(=O)(=O)c1cccc(NC(=O)CNC2CCCCCC2)c1	i	i	-2	i	i	i	i	i	i	-6.5*	i

The closing two compounds of the part above open the next one.
SMILES	MrgX1 agonist	TRPC4 act	SKKanGAS inh	MrgX1 antag	TRPC4 inh	MrgX1 PAM	TRPC4 PAM	TRPC6 act	ANO1 block	TRPC6 inh	TMEM16A act
Cc1ncc(CN2CCCC(C(=O)Nc3ccc(-c4ccco4)cc3)C2)cn1 (centres undefined)	i	i	-11	i	i	i	i	i	i	i	i
CCN(CC)S(=O)(=O)c1cccc(NC(=O)CNC2CCCCCC2)c1	i	i	-2	i	i	i	i	i	i	-6.5*	i
CC(=O)N(Cc1cc2cc(C)c(C)cc2n2nnnc12)CC1COCCO1 (centres undefined)	i	i	-7	i	i	i	i	i	i	i	i
CCOc1ccccc1-n1nnnc1SCC(=O)NC(=O)NCc1ccco1	i	i	-1	i	i	i	i	i	i	i	i
COc1ccc(NC(=O)CCCN2C(=O)C3CC=CCC3C2=O)cc1 (centres undefined)	i	i	-7	i	i	i	i	i	i	i	i
COc1ccc(-n2nc(C(=O)NCC(=O)NC3CCCC(C)C3C)c3ccccc3c2=O)cc1 (centres undefined)	i	i	-2	i	i	i	i	i	i	i	i
Cc1nc(NC(C)(C)CO)c([N+](=O)[O-])cc1[N+](=O)[O-]	i	i	2	i	i	i	i	i	i	i	i
COc1ccc(-n2nnnc2-c2cccc(OC)c2)cc1	i	i	0	i	i	i	i	i	i	i	i

Screening data deposited in PubChem by several laboratories.

No enrichment for hits, and some 6.7% of all compounds hit somewhere here.
